# Bioassay records deposited in PubChem by The Scripps Research Institute Molecular Screening Center.
# TEAD-YAP inh: TEAD-YAP interaction inhibition. HEK-TIYL cells, TEAD-Gal4/YAP UAS-luciferase luminescence. inhibition, % at 9.12 µM. 640,000 compounds, 1.4% hits. AID 1259422; in the data active means inhibition above about 32%;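 further: 0% = median of test compound wells and 100% = reference inhibitor wells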
# GPR151 ag: activators of human GPR151; PathHunter beta-arrestin GPR151 cells, luminescence; 650,000 compounds, 1% hits; AID 1508602; activation, % at 11.2 µM; in the data active means activation above about 4.9%;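 further: 0% = median of compound wells and 100% = cells with positive control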
# Target sequence (Q8TDV0 whole entry, looked up): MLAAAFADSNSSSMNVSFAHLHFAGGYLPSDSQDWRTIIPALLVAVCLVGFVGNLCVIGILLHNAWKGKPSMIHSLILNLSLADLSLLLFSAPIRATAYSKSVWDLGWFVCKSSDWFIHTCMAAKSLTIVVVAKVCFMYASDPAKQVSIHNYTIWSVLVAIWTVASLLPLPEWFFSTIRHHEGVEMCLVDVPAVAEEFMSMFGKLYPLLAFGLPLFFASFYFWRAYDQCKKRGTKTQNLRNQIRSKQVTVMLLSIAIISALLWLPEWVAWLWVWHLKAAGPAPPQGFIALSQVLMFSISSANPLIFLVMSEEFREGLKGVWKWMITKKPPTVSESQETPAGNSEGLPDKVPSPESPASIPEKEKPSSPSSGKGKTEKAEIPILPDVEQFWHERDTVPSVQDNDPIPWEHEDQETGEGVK
# MITF primary: blocks human microphthalmia-associated transcription factor | AlphaScreen MITF homodimerization, bead proximity signal | 650,000 compounds, 0.91% hits | inhibition, % at 2.6 µM; in the data active means inhibition above about 50%;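 further: 0% = vehicle wells with protein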
# Target sequence (O75030 whole entry, looked up): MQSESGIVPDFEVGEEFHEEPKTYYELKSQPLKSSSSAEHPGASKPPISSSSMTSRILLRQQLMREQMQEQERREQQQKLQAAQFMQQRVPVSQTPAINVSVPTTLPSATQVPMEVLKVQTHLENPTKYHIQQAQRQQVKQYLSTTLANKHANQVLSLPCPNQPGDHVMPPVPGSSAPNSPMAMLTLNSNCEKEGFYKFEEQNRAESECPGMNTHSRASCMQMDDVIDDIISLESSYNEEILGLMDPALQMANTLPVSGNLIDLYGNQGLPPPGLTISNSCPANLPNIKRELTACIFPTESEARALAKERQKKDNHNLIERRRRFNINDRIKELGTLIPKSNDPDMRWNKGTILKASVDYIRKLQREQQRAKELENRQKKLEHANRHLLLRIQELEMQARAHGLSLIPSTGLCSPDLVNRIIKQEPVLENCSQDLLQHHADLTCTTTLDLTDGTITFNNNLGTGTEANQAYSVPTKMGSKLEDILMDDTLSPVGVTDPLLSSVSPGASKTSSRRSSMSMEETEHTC
# FBW7 act: human FBW7 E3 ligase activation, primary screen; Q969H0; normalized activity (activation), % at 26.1 µM; AlphaScreen FBW7–phospho-cyclin E peptide binding, activator screen; 650,000 compounds, 0.13% hits; in the data active means normalized activity above about 1.9%;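 further: purified mutant Fbw7 with reduced substrate affinity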
# The depositor's hits bear a star.
smiles | TEAD-YAP inh | MITF primary | FBW7 act | GPR151 ag
Cc1ccc(/C(N)=N/OC(=O)Cc2cccc3ccccc23)cc1 | 3.7 | -2.6 | 0.0 | 0.8
Cc1ccc(Cl)cc1NC(=O)CN(CCc1ccccc1)S(=O)(=O)c1ccccc1 | -5.1 | 12.5 | 0.2 | -2.2
Cc1cc(Cl)ccc1NC(=O)CN(c1cccc(C)c1C)S(C)(=O)=O | 15.4 | -1.3 | 0.0 | 0.7
CCC(C)C(NCCC(=O)c1ccc(Cl)cc1)C(=O)O (centres undefined) | 5.7 | 4.5 | 0.3 | -0.2
CC(=O)NC(=S)Nc1ccc(S(N)(=O)=O)cc1 | -7.4 | 0.0 | 0.1 | 5.5*
CSc1ccc(/C=C2\N=C(c3ccc(C)cc3)OC2=O)cc1 | -7.2 | 12.0 | 0.0 | 0.1
COc1ccccc1NC(=O)CC(NCCCN1CCOCC1)C(=O)O (centres undefined) | -8.6 | 13.9 | 0.8 | -0.8
CCOc1ccccc1CN1CCN(Cc2ccc(SC)cc2)CC1CCO (centres undefined) | -2.9 | -1.0 | -0.1 | 0.7
Cc1cc(C)nc(Nc2ccc(O)cc2)n1 | 0.1 | 12.7 | 0.2 | -0.5
Clc1ccccc1CSc1nn2cnnc2s1 | 54.8* | -3.7 | -0.1 | -0.3
CCOc1cccc(/C=C2\N=C(c3ccccc3)OC2=O)c1 | 0.0 | 6.6 | 0.2 | -1.5
CCOC(=O)C1=C(C)NC(SCc2ccc(Br)cc2)=NC1c1ccccc1OC (centres undefined) | -4.3 | 16.7 | 0.5 | -0.8
Cc1ccc(S(=O)(=O)Nc2cncc(C(=O)Nc3ccc(C(F)(F)F)cc3)c2)cc1 | 0.0 | 2.0 | -0.2 | 3.2
O=C(COC(=O)c1ccccc1NC(=O)c1ccc(Br)cc1)c1ccccc1 | -1.6 | -8.6 | -0.1 | -0.2
COc1cccc(Oc2ccc(-c3ccc(Oc4cccc(OC)c4)cc3)cc2)c1 | 11.6 | -7.7 | 0.1 | -1.6
COC(=O)C(CC(C)C)NC(=O)c1c(-c2ccccc2Cl)noc1C (centres undefined) | -1.4 | -4.9 | -0.1 | 2.6
O=C(CNC(=O)/C=C/c1ccccc1)N=Nc1c(O)[nH]c2ccc([N+](=O)[O-])cc12 | -3.4 | 5.2 | -0.1 | -1.1
N=C1SCC(=O)N1c1ccccc1Cl | 3.1 | 4.5 | -0.1 | 0.9
Cc1cc(NC(=O)c2cccc([N+](=O)[O-])c2)no1 | 4.6 | 29.9 | 0.8 | -1.1
CCN(CC)C(=O)Cn1cc(C(C)=O)c2ccccc21 | -0.1 | -8.4 | 0.1 | -0.5
CC(=O)N(Cc1ccccc1)c1ccc(C(=O)O)cc1 | 0.1 | -1.0 | 0.2 | 2.9
Cc1ccc(Oc2ccc(NC(=O)C3CCCO3)cc2)nn1 (centres undefined) | -0.5 | 49.4 | 0.1 | -0.5
CCOC(=O)c1ccc(OCC2c3cc(OC)c(OC)cc3CCN2C(=O)c2ccc(C)cc2)cc1 (centres undefined) | -6.6 | 4.1 | -0.1 | -1.7
O=C1CC(=O)c2ccccc2N1 | -20.0 | 4.0 | 0.5 | 0.2
COc1cccc(Nc2nc(-c3cccnc3)nc3ccccc23)c1 | 16.4 | -1.6 | 0.1 | 1.5
CCOc1ccc(/C=N/N=C2/NC(=O)CS2)cc1OC | -25.9 | 3.7 | 0.0 | -0.2
COc1ccc(C2C(C(=O)Nc3nc4ccccc4s3)c3cc(OC)c(OC)cc3C(=O)N2C)cc1OC (centres undefined) | -9.1 | 9.4 | 0.1 | 0.1
O=C(Nc1cccc(Cl)c1)C1C2C=CC3(O2)C1C(=O)N(CCC1=CCCCC1)C3C(=O)NC1CCCCC1 (centres undefined) | -6.7 | 13.5 | 0.5 | -0.4
Nc1ccc2nc(SCC(=O)Nc3ccc4nc(SCC(=O)NC5CCCCC5)sc4c3)sc2c1 | -17.2 | -0.8 | -0.2 | 0.4
O=C1NCCN(CC2CCCCC2)C1CC(=O)N1CCN(c2ccccc2F)CC1 (centres undefined) | -0.6 | 9.7 | 0.0 | 0.2
COc1cc(OC)c(NC(=O)c2cc3c(=O)n(C)c4ccccc4c3n2C)cc1Cl | -6.3 | 2.9 | 0.1 | -1.9
Cc1cc(C(=O)NNC(=O)CNC(=O)c2ccco2)c(C)o1 | -4.2 | -1.9 | 0.6 | -1.4
CCOc1ccccc1NC(=O)c1cn(C)nc1C | 1.5 | -7.6 | 0.2 | -0.4
COc1cc(NC(=O)c2cccc(-c3ccc(N4CCOCC4)nc3)n2)cc(OC)c1OC | 34.2* | 18.1 | 0.1 | 2.1
Cc1ccc(Nc2nc(N3CCOCC3)c3ccccc3n2)cc1Cl | -4.1 | 16.4 | -0.2 | -0.6
CC(=O)c1cccc(NC(=S)NCc2ccco2)c1 | -17.8 | 11.1 | 0.4 | -0.8
COc1cc(OC)cc(C(=O)NCC2CCCN(S(C)(=O)=O)C2)c1 (centres undefined) | 0.1 | 1.6 | 0.1 | -0.2
Cc1ccc2nc3c(cc(C(N)=O)c(=N)n3Cc3ccco3)c(=O)n2c1 | -20.0 | -1.5 | -0.1 | -0.7
C=CCONC(=O)Nc1ccccc1[N+](=O)[O-] | -42.0 | -13.2 | 0.0 | 0.7
CCC1C(c2ccccc2)=NN(C(C)=O)c2nc3c(c(=O)n(C)c(=O)n3C)n21 (centres undefined) | 6.0 | -5.0 | -0.2 | -0.5
CC(C)(C)c1ccc(OCCCN2C(=O)C(=O)c3ccccc32)cc1 | 5.8 | 11.6 | 0.4 | -0.7
COc1ccccc1N(Cc1nnc2n1CCCCC2)C(=O)Nc1ccc(C)cc1 | 2.0 | 5.8 | -0.1 | -0.1
CCOc1ccc(Cn2nnc(C(=O)Nc3cccc(SC)c3)c2N)cc1 | -6.7 | 1.4 | 0.2 | 1.0
Cc1cc(-c2ccccc2)nc2cc(-c3ccc(Cl)cc3)nn12 | -6.9 | 0.9 | 0.1 | 1.7
N#CC1(C#N)[C@@H](C(=O)c2ccc(F)cc2)C12CCSCC2 | 6.9 | -2.1 | -0.2 | -0.4
CC(=O)Nc1ccc(NC(=O)c2sc3nc(-c4ccccc4)cn3c2C)cc1 | -2.5 | 15.3 | 0.0 | 0.6
C=CCc1cc2c(C)cc(=O)oc2c(I)c1O | -14.8 | 14.1 | 0.5 | 7.1*
COc1ccc(CCNc2ncnc3ccccc23)cc1OC | 63.0* | -1.3 | -0.3 | 2.2
Cc1ccc(NCCNS(=O)(=O)c2cc(C)c(C)cc2C)nn1 | 1.6 | 9.3 | 0.8 | 8.4*
CCOc1ccc(NC(=O)c2c(NCc3ccc(OC)c(OC)c3OC)sc3c2CCCC3)cc1 | 9.0 | 17.6 | 0.1 | 1.1
CCOc1ccc(-n2c(=S)sc3c(=O)n(-c4ccc(F)cc4)c(SCC(=O)N(CC)CC)nc32)cc1 | -3.4 | -7.8 | -0.1 | -0.9
O=c1c2ccccc2ncn1CCCOc1ccccc1Cl | -44.5 | 1.6 | 0.2 | -0.1
COc1cc([N+](=O)[O-])ccc1NC(=O)c1cccc(Cl)c1Cl | 0.2 | -1.2 | -0.2 | -1.0
CC1=NCCN1S(=O)(=O)c1ccccc1[N+](=O)[O-] | 5.0 | 1.6 | 0.1 | 0.9
O=c1[nH]c2ccc(S(=O)(=O)Nc3ccc(O)c4ccccc34)cc2[nH]1 | -5.0 | 10.5 | 0.0 | -0.4
COc1ccc(NC(=O)C2C3C=CC4(O3)C2C(=O)N(Cc2cccnc2)C4C(=O)NC2CCCCC2)cc1 (centres undefined) | 6.0 | -12.5 | -0.2 | -0.6
COc1ccc(N2C(=O)C3C4C=CC(C(OC(C)=O)OC(C)=O)(O4)C3C2=O)cc1 (centres undefined) | 15.5 | -4.7 | 0.0 | -0.7
COc1ccc(OC)c(-c2noc(NCCc3ccc(Cl)cc3)n2)c1 | -1.2 | 2.1 | -0.1 | 0.8
O=C(c1ccc2c3c(cccc13)CC2)N1CCN(c2ncccn2)CC1 | 2.0 | -7.5 | -0.1 | 1.2
Cc1cccc(NC(=O)c2ccc(F)c(S(=O)(=O)NCc3ccccc3Cl)c2)c1 | -1.3 | 13.2 | 0.4 | -1.0

# Molecules from the list above that contain a nitro group on carbon:
smiles | TEAD-YAP inh | MITF primary | FBW7 act | GPR151 ag
O=C(CNC(=O)/C=C/c1ccccc1)N=Nc1c(O)[nH]c2ccc([N+](=O)[O-])cc12 | -3.4 | 5.2 | -0.1 | -1.1
Cc1cc(NC(=O)c2cccc([N+](=O)[O-])c2)no1 | 4.6 | 29.9 | 0.8 | -1.1
C=CCONC(=O)Nc1ccccc1[N+](=O)[O-] | -42.0 | -13.2 | 0.0 | 0.7
COc1cc([N+](=O)[O-])ccc1NC(=O)c1cccc(Cl)c1Cl | 0.2 | -1.2 | -0.2 | -1.0
CC1=NCCN1S(=O)(=O)c1ccccc1[N+](=O)[O-] | 5.0 | 1.6 | 0.1 | 0.9

# (next part)
smiles | TEAD-YAP inh | MITF primary | FBW7 act | GPR151 ag
COc1ccc(C(=O)NC(=S)Nc2cccc([N+](=O)[O-])c2)cc1OC | -13.8 | -10.7 | -0.2 | 0.2
Cc1ccccc1-n1c(=O)c2c3c(sc2n2cnnc12)CCCC3 | -17.3 | 6.4 | 0.2 | 1.6
OCCNc1ncnc2scc(-c3ccccc3)c12 | 18.6 | 19.9 | 1.1 | -0.2
COc1ccc(Cl)cc1NC(=O)Cc1c(C(=O)O)n(C)c2ccccc12 | -21.2 | -8.2 | 0.0 | 0.1
O=C(c1cccnc1)N1CCN(C(=O)c2sc3cc(Cl)ccc3c2Cl)CC1 | 16.0 | 8.9 | 0.1 | 1.4
CC(C)COC(=O)N1CCC(C(=O)NC(c2ccc3c(c2)OCO3)c2ccccn2)CC1 (centres undefined) | 7.6 | 21.3 | 0.5 | 0.5
O=C(CCNC(=O)c1ccco1)Nc1cc(C(F)(F)F)ccc1OCC(F)(F)F | 13.7 | -6.9 | 0.2 | 0.0
COCCNc1nc2nonc2nc1NCC(c1ccc(F)cc1)N1CCCC1 (centres undefined) | 2.1 | 6.9 | 0.1 | 1.2
O=C(COc1ccc(C(=O)NC2CCCCC2)cc1)NCc1ccccc1 | -5.0 | 2.5 | -0.1 | 0.9
CCCc1[nH]n(-c2ccc(F)cc2)c(=O)c1C=NCCN1CCN(C(=S)Nc2ccc(C(=O)OCC)cc2)CC1 | -2.8 | 8.3 | 0.7 | -0.5
Cc1ccc(OCC(=O)Nc2cccc(Cl)c2)cc1 | -57.2 | 14.7 | 0.6 | 3.2
CN1CCc2c(sc(NC(=O)c3ccc(S(=O)(=O)N4CCCCCC4)cc3)c2C(N)=O)C1 | 6.6 | -0.9 | 0.0 | -0.6
CCn1c(=NC(=O)c2cccc(S(C)(=O)=O)c2)sc2cc([N+](=O)[O-])ccc21 | 1.2 | 16.6 | 0.2 | 1.1
O=C(NCc1ccccn1)c1cccc(OC2CCN(C(=O)C3CCCC3)CC2)c1 | -2.7 | 1.4 | 0.0 | -0.6
O=C(NCc1cccnc1)c1ccnc(Nc2cnccn2)c1 | 5.2 | 8.6 | 0.7 | 6.6*
COc1ccc(-n2c(=O)[nH]cc(C(=O)Nc3ccc(C)c(C)c3)c2=O)cc1OC | 2.4 | -7.8 | -0.1 | -0.4
COc1ccc(N=N/C(C(C)=O)=C(\O)c2ccccc2)cc1 | 8.9 | -7.2 | 0.0 | -0.8
Cc1c(C(=O)Nc2cccc(Cl)c2)c2ccccn2c1CCC#N | -12.7 | 14.1 | 0.0 | 0.2
O=C(O)CCCCCN1C(=O)C(=O)/C(=C(\O)c2ccc([N+](=O)[O-])cc2)C1c1ccc(F)cc1 (centres undefined) | 5.9 | 16.7 | -0.1 | -1.5
O=C(Nc1ccc(I)cc1)c1ccc([N+](=O)[O-])cc1Cl | -40.6 | 8.3 | 0.1 | 0.3
COc1nc(C)nc(NC(=O)NC(=O)c2c(Cl)nc(C)c([N+](=O)[O-])c2C)n1 | -2.1 | 0.3 | -0.2 | 1.2
O=Cc1cc(Br)ccc1COc1ccccc1 | -17.3 | 1.3 | 0.2 | -0.5
COc1cccc(-c2nc(CS(=O)(=O)CC(=O)NC3CCCCCC3)c(C)o2)c1 | -4.5 | 11.4 | 0.0 | 1.4
COC(=O)C1=CN(Cc2ccc(OC)cc2)C=C(C(=O)OC)C1c1cc(OC)c(O)c([N+](=O)[O-])c1 | -10.8 | 17.0 | -0.3 | 0.7
CC(C)(C)c1ccc(C(=O)NC(CC(=O)O)c2cccc([N+](=O)[O-])c2)cc1 (centres undefined) | 9.7 | 2.1 | -0.1 | 0.4
CC(C)C1=CC(=NS(=O)(=O)c2ccccc2[N+](=O)[O-])C=C(C(C)C)C1=O | 1.9 | 14.8 | 0.6 | 0.2
COc1ccc(C(=O)NCCCCc2ccccc2)cc1OC | 6.9 | -1.3 | -0.1 | 1.8
Cc1ccc(N2C(=O)CC(Sc3ncn[nH]3)C2=O)c(Cl)c1 (centres undefined) | 4.5 | 0.9 | -0.1 | 2.1
COCc1cc(C)nc2sc3c(nc(C)n4c5ccccc5nc34)c12 | 3.5 | 9.4 | 0.0 | -0.4
O=S(=O)(c1cccc(Cl)c1)N1CCN(c2ccc(-c3ccco3)nn2)CC1 | 8.2 | -4.2 | 0.1 | 0.5
CCOc1ccc(Nc2nc(-c3ccc(O)cc3)cs2)cc1 | -9.1 | 11.0 | -0.3 | -0.7
CCOC(=O)CC1=C(C(=O)OCC)C(c2ccc(C)cc2)C(C#N)=C(N)O1 (centres undefined) | -0.4 | -2.2 | -0.1 | -1.5
NC(=O)COc1cccc(C(=O)NCc2ccccc2)c1 | 3.0 | -4.2 | 0.2 | 0.6
c1csc(Cc2noc(-c3ccncc3)n2)c1 | -27.6 | -2.3 | -0.1 | 3.2

# Outcome played no part in choosing rows (roughly 3.4% active in at least one column).
